KOR beta-arrestin-1: KOR antagonists, beta-arrestin recruitment, cell-based, luminescence, uHTS (AID 1778). KOR beta-arrestin recruitment, luminescence, antagonist mode; higher % means a stronger effect. one-dose inhibition, % at 10 µM; IC50 in µM for titrated hits. 0.091% of 290,000 active; in the data active = inhibition above about 50%; note: strong numbers were not always called active
GPR35 arrestin U2OS: inhibition of zaprinast-stimulated GPR35 beta-arrestin translocation – imaging, U2OS, beta-arrestin-GFP, zaprinast agonist, primary screen (AID 2058). U2OS GPR35 beta-arrestin-GFP translocation imaging, zaprinast antagonism; higher % means a stronger effect. inhibition, % at 10 µM, or IC50 in µM where a hit was titrated. 0.052% of 290,000 active;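 active = inhibition of at least 50% with at least 30 cells and total cytoplasm GFP at most 10,000,000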
NOD1 NF-kB reporter: inhibition of NOD1-driven NF-kB reporter – cell-based, luminescence, uHTS, primary screen (AID 1578). 1% of 290,000 active. NOD1-driven NF-kB luciferase reporter cells, luminescence; higher % means a stronger effect. inhibition, % at 4 µM; hits with a dose series show EC50 in µM; in the data active = inhibition mostly above about 36%, no sharp cut-off; inactive = mostly below about 34%;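 note: HEK-293T reporter cells stimulated with the NOD1 agonist gamma-tri-DAP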
K1F lysis inhibition: protection from phage-mediated lysis, alamar blue read-out – E. coli UTI89, K1F phage, bacterial capsule biogenesis inhibitors (AID 488966); E. coli UTI89 K1F phage lysis, alamar blue, 2 h; higher % means a stronger effect; 0.02% of 340,000 active; one-dose inhibition, % at 100 µM; IC50 in µM for titrated hits;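 active = phage lysis inhibition, versus mean bacterial control, above a set limit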;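 note: capsule biogenesis inhibitors block K1F phage lysis so surviving cells raise fluorescence; higher fluorescence means more inhibition of phage lysis; actives were called in the ten point dose series up to 300 µM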
KOR beta-arrestin-2: kappa opioid receptor activators – cell-based, luminescence, uHTS, primary screen (AID 1777); KOR beta-arrestin recruitment, luminescence; higher % means a stronger effect; one-dose activation, % at 10 µM; EC50 in µM for titrated hits; 0.02% of 280,000 active; in the data active = activation above about 50%, passing the limit was not always enough; note: a part of the inactive calls stands beside numbers as strong as those of hits
NTR1 ag: NTR1-driven beta-arrestin-GFP spot formation – imaging, U2OS cells, high content, primary screen (AID 493036); agonist mode; activation, % at 20 µM; 0.17% of 330,000 active;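 active = activation at or above 40% of the spot to cytoplasm intensity ratio, with at least 20 cells analyzed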;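 note: 0% = DMSO without peptide and 100% = 100 nM NTR1 peptide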
Target sequence (P30989 whole entry, looked up): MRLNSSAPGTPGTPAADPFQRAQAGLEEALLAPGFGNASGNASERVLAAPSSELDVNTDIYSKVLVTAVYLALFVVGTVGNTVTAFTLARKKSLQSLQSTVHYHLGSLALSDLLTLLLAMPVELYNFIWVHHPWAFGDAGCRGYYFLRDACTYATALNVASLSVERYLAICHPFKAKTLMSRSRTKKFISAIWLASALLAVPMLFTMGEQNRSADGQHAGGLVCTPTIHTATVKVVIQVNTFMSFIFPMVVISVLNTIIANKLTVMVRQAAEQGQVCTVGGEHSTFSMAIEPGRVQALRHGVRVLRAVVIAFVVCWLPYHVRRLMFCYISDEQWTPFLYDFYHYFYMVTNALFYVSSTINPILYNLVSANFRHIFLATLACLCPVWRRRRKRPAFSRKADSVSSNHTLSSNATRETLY
GPR55 antagonists: inhibition of LPI-stimulated GPR55 beta-arrestin translocation – imaging, U2OS, beta-arrestin-GFP, LPI agonist, primary screen (AID 2013). 0.13% of 290,000 active. one-dose inhibition, % at 10 µM; IC50 in µM for titrated hits. U2OS GPR55 beta-arrestin-GFP translocation imaging, LPI antagonism; higher % means a stronger effect;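 active = spots per cell inhibited over 60%, with over 100 cells counted and total cytoplasm intensity under 500,000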;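 note: U2OS cells stably carrying GPR55 and arrestin-GFP stimulated by 5 µM LPI near EC80; imaged beta-arrestin-GFP aggregate spots per cell after agonist stimulation; plate controls were LPI-stimulated DMSO wells for no effect and DMSO wells without LPI for full effect; some results filed as inactive read as strong as hits; confirmed hits need IC50 under 10 µM and bright autofluorescent wells are also inconclusive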
GPR55 beta-arrestin: selective activators of receptor GPR55 – imaging, U2OS cells, beta-arrestin-GFP redistribution, primary screen (AID 1961); 0.048% of 290,000 active; activation, % at 10 µM, or EC50 in µM where a hit was titrated; U2OS GPR55 beta-arrestin-GFP redistribution imaging; higher % means a stronger effect;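 active = activation above 40% with more than 50 cells counted in the well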;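 note: U2OS osteosarcoma cells stably expressing GPR55 and beta-arrestin-GFP; plate controls were DMSO negative control for no effect and LPI positive control for full effect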
Rac1 GTP hydrolysis: MgcRacGAP GTPase-activating activity inhibitors, confirmation, biochemical, ADP Hunter fluorescence; MgcRacGAP-stimulated Rac1 GTP hydrolysis, ADP Hunter fluorescence; higher % means a stronger effect; GST-tagged Rac1 F28L mutant substrate; inhibition, % at 30 µM; hits with a dose series show IC50 in µM; 0.6% of 340,000 active; AID 624330;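 active = first-screen hits whose inhibition reached a set limit at any dose in the follow-up dose series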;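 note: fluorescence reports GDP produced by GAP-driven GTP hydrolysis; strong numbers were not always called active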
NTR1 ag cell count 20 µM: recorded beside NTR1 ag, whose call it bears; cell count; measured here: cell count, cytotoxicity flag
* hit, by the source's call; [ ] = another dose, or the depositor's remark. An excerpt; the hit share may differ from the screen's.

For COc1cccc(CNS(=O)(=O)c2cc3c(cc2C)NC(=O)CO3)c1 the results were KOR beta-arrestin-1 24%[20 µM], GPR35 arrestin U2OS -4%, NOD1 NF-kB reporter 6%, K1F lysis inhibition -0.3%, KOR beta-arrestin-2 -5.3%, NTR1 ag 1.6, GPR55 antagonists -11%, GPR55 beta-arrestin 0.6%, Rac1 GTP hydrolysis 3% and NTR1 ag cell count 20 µM 56.
Screening CCCCCCC(=O)Nc1c(O)c2ccccc2[nH]c1=O returned KOR beta-arrestin-1 -20%, GPR35 arrestin U2OS -1%, NOD1 NF-kB reporter -10%, K1F lysis inhibition -0.2%, KOR beta-arrestin-2 8.4%, NTR1 ag 1.9, GPR55 antagonists -12%, GPR55 beta-arrestin 0.7%, Rac1 GTP hydrolysis 0% and NTR1 ag cell count 20 µM 66.
C/C(=N\NC(=O)c1ccccn1)c1ccc(Cl)cc1 was read as KOR beta-arrestin-1 -13%, GPR35 arrestin U2OS 5%, NOD1 NF-kB reporter -7%, KOR beta-arrestin-2 2.0%, NTR1 ag 2.4, GPR55 antagonists 12%, GPR55 beta-arrestin -0.1% and NTR1 ag cell count 20 µM 52.
COc1ccc(CCn2c(=N)c(C(=O)NC3CCCC3)cc3c(=O)n4ccccc4nc32)cc1OC was read as KOR beta-arrestin-1 -10%, GPR35 arrestin U2OS 1%, NOD1 NF-kB reporter -10%, K1F lysis inhibition 0.2%, KOR beta-arrestin-2 9.1%, NTR1 ag 0.9, GPR55 antagonists 8%, GPR55 beta-arrestin 0.2%, Rac1 GTP hydrolysis 16% and NTR1 ag cell count 20 µM 54.
For CCN(Cc1ccccc1)Cc1cc(OC)cc(OC)c1 the results were KOR beta-arrestin-1 13%, GPR35 arrestin U2OS 12%, NOD1 NF-kB reporter -23%, K1F lysis inhibition -0.1%, KOR beta-arrestin-2 8.5%, NTR1 ag 3.4, GPR55 antagonists 7%, GPR55 beta-arrestin 0.2%, Rac1 GTP hydrolysis 2% and NTR1 ag cell count 20 µM 80.
Screening CCCc1nnc(SCC(=O)Nc2nnc(CC)s2)n1CC1CCCO1 (stereo not given) returned KOR beta-arrestin-1 -15%, GPR35 arrestin U2OS 9%, NOD1 NF-kB reporter -13%, K1F lysis inhibition -0.1%, KOR beta-arrestin-2 -2.0%, NTR1 ag 1.4, GPR55 antagonists 8%, GPR55 beta-arrestin 1.0%, Rac1 GTP hydrolysis 4% and NTR1 ag cell count 20 µM 47.
For COc1cc(C(C)=O)ccc1OCC(O)CN1CCN(c2cc(C)cc(C)c2)CC1 (stereo not given) the results were KOR beta-arrestin-1 -26%[20 µM], GPR35 arrestin U2OS -7%, NOD1 NF-kB reporter -14%, K1F lysis inhibition -0.2%, KOR beta-arrestin-2 11%, NTR1 ag 0.9, GPR55 antagonists 7%, GPR55 beta-arrestin -0.1%, Rac1 GTP hydrolysis 3% and NTR1 ag cell count 20 µM 65.
Screening CCC(C(=O)Nc1ccc(S(=O)(=O)Nc2ncccn2)cc1)c1ccccc1 (stereo not given) returned KOR beta-arrestin-1 12%[20 µM], GPR35 arrestin U2OS 11%, NOD1 NF-kB reporter -27%, K1F lysis inhibition 0.2%, KOR beta-arrestin-2 -5.2%, NTR1 ag 0.6, GPR55 antagonists 6%, GPR55 beta-arrestin -0.2%, Rac1 GTP hydrolysis -3% and NTR1 ag cell count 20 µM 65.
`C[C@H]1[C@H](C)CC[C@]2(C(=O)O)CC[C@]3(C)C(=CC[C@@H]4[C@@]5(C)C[C@@H](O)[C@H](O)C(C)(C)[C@@H]5CC[C@]43C)[C@H]12` gave KOR beta-arrestin-1 -34%, GPR35 arrestin U2OS -6%, NOD1 NF-kB reporter -17%, K1F lysis inhibition 1.7%, KOR beta-arrestin-2 -0.3%, NTR1 ag 18, GPR55 antagonists -3%, GPR55 beta-arrestin 0.1%, Rac1 GTP hydrolysis -2% and NTR1 ag cell count 20 µM 71.
CSc1ccccc1NC(=O)c1ccc(Br)o1 was read as KOR beta-arrestin-1 -33%, GPR35 arrestin U2OS -13%, NOD1 NF-kB reporter -51%, K1F lysis inhibition 4.6%, KOR beta-arrestin-2 1.9%, NTR1 ag 0.9, GPR55 antagonists -2%, GPR55 beta-arrestin 0.3%, Rac1 GTP hydrolysis 9% and NTR1 ag cell count 20 µM 76.

Looked up by compound from above (two):
For COc1cccc(CNS(=O)(=O)c2cc3c(cc2C)NC(=O)CO3)c1 the results were KOR beta-arrestin-1 24%[20 µM], GPR35 arrestin U2OS -4%, NOD1 NF-kB reporter 6%, K1F lysis inhibition -0.3%, KOR beta-arrestin-2 -5.3%, NTR1 ag 1.6, GPR55 antagonists -11%, GPR55 beta-arrestin 0.6%, Rac1 GTP hydrolysis 3% and NTR1 ag cell count 20 µM 56.
C/C(=N\NC(=O)c1ccccn1)c1ccc(Cl)cc1 was read as KOR beta-arrestin-1 -13%, GPR35 arrestin U2OS 5%, NOD1 NF-kB reporter -7%, KOR beta-arrestin-2 2.0%, NTR1 ag 2.4, GPR55 antagonists 12%, GPR55 beta-arrestin -0.1% and NTR1 ag cell count 20 µM 52.

Next part
CCOC(=O)C(O)(CC(=O)c1ccc(OC)cc1)C(F)(F)F (stereo not given) was read as KOR beta-arrestin-1 -20%, GPR35 arrestin U2OS 7%, NOD1 NF-kB reporter -24%, K1F lysis inhibition -1.8%, KOR beta-arrestin-2 -4.3%, NTR1 ag 1.3, GPR55 antagonists 12%, GPR55 beta-arrestin 0.1%, Rac1 GTP hydrolysis 0% and NTR1 ag cell count 20 µM 85.
Screening O=C1CCCc2c1nc(-c1cccc(Cl)c1)n2O returned KOR beta-arrestin-1 -64%, GPR35 arrestin U2OS -3%, NOD1 NF-kB reporter 15%, K1F lysis inhibition 0.0%, KOR beta-arrestin-2 2.4%, NTR1 ag -1.2, GPR55 antagonists 0%, GPR55 beta-arrestin 0.2%, Rac1 GTP hydrolysis -3% and NTR1 ag cell count 20 µM 40.
For O=C(Nc1cccnc1)Nc1ccc(Br)cc1Cl the results were KOR beta-arrestin-1 -14%, GPR35 arrestin U2OS -4%, NOD1 NF-kB reporter -10%, K1F lysis inhibition 0.4%, KOR beta-arrestin-2 7.0%, NTR1 ag -0.3, GPR55 antagonists -4%, GPR55 beta-arrestin 0.2%, Rac1 GTP hydrolysis 4% and NTR1 ag cell count 20 µM 112.
Screening COc1ccc(C2NC3=C(CCCC3)C(C#N)(C#N)C2(C#N)C#N)cc1 (stereo not given) returned KOR beta-arrestin-1 36%, GPR35 arrestin U2OS 13%, NOD1 NF-kB reporter 31%, KOR beta-arrestin-2 25%, NTR1 ag -0.8, GPR55 antagonists 4%, GPR55 beta-arrestin -1.0% and NTR1 ag cell count 20 µM 56.
For CCC(C(=O)OCC(=O)Nc1cccc(OC)c1)c1ccccc1 (stereo not given) the results were KOR beta-arrestin-1 -5%, GPR35 arrestin U2OS -8%, NOD1 NF-kB reporter -30%, K1F lysis inhibition -0.6%, KOR beta-arrestin-2 -7.0%, NTR1 ag -0.1, GPR55 antagonists 3%, GPR55 beta-arrestin -0.2%, Rac1 GTP hydrolysis 9% and NTR1 ag cell count 20 µM 95.
For CCC(=O)NC(=S)Nc1ccc(NC(=S)NC(=O)c2ccc(C)cc2)cc1 the results were KOR beta-arrestin-1 4%, GPR35 arrestin U2OS -4%, NOD1 NF-kB reporter -26%, K1F lysis inhibition -0.1%, KOR beta-arrestin-2 -7.6%, NTR1 ag -0.5, GPR55 antagonists 12%, GPR55 beta-arrestin -0.3%, Rac1 GTP hydrolysis 4% and NTR1 ag cell count 20 µM 90.
CCc1ccc2ncc(C(=O)c3ccccc3)c(N3CCOCC3)c2c1 was read as KOR beta-arrestin-1 5%, GPR35 arrestin U2OS 9%, NOD1 NF-kB reporter -11%, K1F lysis inhibition 4.0%, KOR beta-arrestin-2 0.1%, NTR1 ag 1.4, GPR55 antagonists 9%, GPR55 beta-arrestin -0.3%, Rac1 GTP hydrolysis 5% and NTR1 ag cell count 20 µM 56.
For O=C(C1CCCN(S(=O)(=O)c2ccccc2)C1)N1CCN(c2ncccn2)CC1 (stereo not given) the results were KOR beta-arrestin-1 -26%, GPR35 arrestin U2OS 2%, NOD1 NF-kB reporter 39%, K1F lysis inhibition 4.8%, KOR beta-arrestin-2 9.9%, NTR1 ag -0.1, GPR55 antagonists -12%, GPR55 beta-arrestin 0.5%, Rac1 GTP hydrolysis 6% and NTR1 ag cell count 20 µM 61.
CCCCN(CCCC)CCCNC(=O)CC1Oc2ccc(C)cc2NC1=O (stereo not given) was read as KOR beta-arrestin-1 42%, GPR35 arrestin U2OS 7%, K1F lysis inhibition inactive, KOR beta-arrestin-2 2.1%, NTR1 ag -0.2, GPR55 antagonists 9%, GPR55 beta-arrestin -0.5%, Rac1 GTP hydrolysis 8% and NTR1 ag cell count 20 µM 73.
CC1CCN(C2=NC(=O)/C(=C/c3cccc(O)c3)S2)CC1 was read as KOR beta-arrestin-1 -26%, GPR35 arrestin U2OS 14%, NOD1 NF-kB reporter -7%, K1F lysis inhibition -0.2%[50 µM], KOR beta-arrestin-2 1.0%, NTR1 ag 2.7, GPR55 antagonists -12%, GPR55 beta-arrestin -0.1%, Rac1 GTP hydrolysis 4% and NTR1 ag cell count 20 µM 79.
For CCOc1ccc(NC(=O)CSc2nnc(C34CC5CC(CC(C5)C3)C4)n2C)cc1 the results were KOR beta-arrestin-1 -20%, GPR35 arrestin U2OS 14%, NOD1 NF-kB reporter 5%, K1F lysis inhibition 0.3%, KOR beta-arrestin-2 -3.4%, NTR1 ag 0.6, GPR55 antagonists 18%, GPR55 beta-arrestin -0.1%, Rac1 GTP hydrolysis 6% and NTR1 ag cell count 20 µM 89.
Screening COC(=O)C1=C(C)NC(C)=C(C(=O)OC)C1/C=C/c1ccccc1 returned KOR beta-arrestin-1 25%, GPR35 arrestin U2OS -2%, NOD1 NF-kB reporter -11%, K1F lysis inhibition inactive, KOR beta-arrestin-2 -3.2%, NTR1 ag 3.4, GPR55 antagonists 4%, GPR55 beta-arrestin -0.4%, Rac1 GTP hydrolysis 7% and NTR1 ag cell count 20 µM 58.
`Cc1cccc(Cn2nc(C(C)(C)C)cc2C(=O)Nc2ccc(F)cc2)c1` gave KOR beta-arrestin-1 30%, GPR35 arrestin U2OS 50%, NOD1 NF-kB reporter -7%, KOR beta-arrestin-2 9.0%, NTR1 ag 3.0, GPR55 antagonists 8%, GPR55 beta-arrestin 0.0% and NTR1 ag cell count 20 µM 50.
Screening Cc1ccc(C(CC(=O)O)C2CCOC(C)(C)C2)cc1 (stereo not given) returned KOR beta-arrestin-1 -1%, GPR35 arrestin U2OS -9%, NOD1 NF-kB reporter -16%, K1F lysis inhibition 0.7%, KOR beta-arrestin-2 -9.5%, NTR1 ag 1.4, GPR55 antagonists 0%, GPR55 beta-arrestin -0.1%, Rac1 GTP hydrolysis 2% and NTR1 ag cell count 20 µM 46.
